Source: PubChem BioAssay
TGFb inhibitor: TGF-b pathway inhibition | HepG2 CAGA-GFP TGF-b/SMAD3 reporter, GFP fluorescence, 18 h; TGF-beta stimulated, 500 pg/mL final | Potency, µM (doses to about 46.1 µM), inactives show at the highest dose activity, negative = inhibition, usual class: inhibitors | hit rate 1.2% among 410,000 | AID 588855; note: % is set by controls: 0 for no effect and ±100 for the full control effect; nearly all actives have a fitted effect of over 65% in size
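Per well, imaged GFP fluorescence of HEPG2 CAGA-GFP cells gives the signal; cells get compound, then TGF-beta (500 pg/mL final), 18 h at 37 degrees C; %Activity versus -TGF-beta and +DMSO controls.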
HepG2 tox: HepG2 cytotoxicity, counter-screen for TGF-b inhibitors; hit rate 0.76% among 410,000; AID 588856; HepG2 CAGA-GFP viability, ATP luminescence, 18 h; Potency, µM (top dose mostly 46.1 µM), without a hit: at the highest dose activity change, negative = cytotoxicity, hits mostly cytotoxic; note: some results filed as inactive show a strong effect at the top dose
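CellTiter-Glo luminescence gave cytotoxicity after 18 hours at 37 degrees C. The cells were HepG2 CAGA-GFP in 1% FBS DMEM, stimulated with 500 pg/mL TGF-beta after compound addition. %Activity was normalised to no-cell wells (complete cell-killing) and DMSO (no toxicity), and curves were fitted and classified.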
Nrf2 inh: inhibitors of Nrf2 signaling; A549 ARE-Fluc reporter, luciferase luminescence, 18-24 h; Potency, µM (series often up to 46 µM), for the others: at the highest dose activity change, negative = inhibition, hits mostly inhibitors; hit rate 2.1% among 360,000; AID 504444; note: % is set by controls: 0 for no effect and ±100 for the full control effect; nearly all actives have a fitted effect of over 60% in size
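A549 ARE_Fluc cells, 5000/well, 5% FBS OPTI-MEM; compounds in dose-response, 18-24 h at 37 °C/5% CO2; CellTiter-Fluor viability read (Ex 405/Em 525), then BugLite luciferase luminescence = Nrf2 activity.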
MCF10A rereplic: DNA re-replication induction in MCF 10a cells | AID 624296 | hit rate 2.9% among 350,000 | Potency, µM (series often up to 46.1 µM), for inactives: at the top dose activity, positive = re-replication, usual class: activators | MCF 10A DNA re-replication, Hoechst nuclear intensity, 48 h; note: % of control where 0% means no effect; nearly all actives have a fitted effect of over 50% in size
A549 tox: A549 cytotoxicity, counter-screen for Nrf2 inhibitors | Potency, µM (titrated, usually from 46 µM), for the others: top-dose activity change, negative = cytotoxicity, actives largely listed as inhibitors | hit rate 0.16% among 390,000 | A549 ARE-Fluc cells, CellTiter-Fluor viability, 18-24 h | AID 504648; note: % is set by controls: 0 for no effect and ±100 for the full control effect
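A549 ARE_Fluc cells in 5% FBS OPTI-MEM were exposed to compounds in concentration-response for 18-24 h at 37 deg C. Viability was read by CellTiter-Fluor fluorescence (Ex 405/Em 525) after 30 min, before the luciferase read.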
ATXN viability: cell viability loss in ATXN counter-screen | S2 cells (HEK-293 line with an ATXN2-luciferase reporter) viability, CellTiter-Fluor protease fluorescence, 24 h | Potency, µM (top dose mostly 56.7 µM), usual class: cytotoxic | hit rate 0.49% among 400,000 | AID 651635; note: nearly all actives have a fitted effect of over 40% in size
ATXN2 expr inh: reduces ATXN2 reporter expression in HEK-293 cells; HEK-293 ATXN2-luciferase reporter, luminescence, 24 h; Potency, µM (doses to about 57 µM), without a hit: at the highest dose activity change, negative = inhibition, hits mostly inhibitors; hit rate 0.72% among 360,000; AID 1745845; note: % is set by controls: 0 for no effect and ±100 for the full control effect; nearly all actives have a fitted effect of over 55% in size
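qHTS (up to 57 uM final) was run with 24 h compound exposure of reporter cells at 37 °C. Each well was multiplexed: SteadyGlo luminescence measured ATXN2-luciferase expression after a fluorogenic Gly-Phe-AFC viability readout (25 uM final).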
EPAC2 antagonist: EPAC2 (human) antagonism; EPAC2 GEF exchange of Rap1B-BODIPY-GDP, fluorescence; Q8WZA2; AID 720708; Potency, µM (series often up to 114 µM), for inactives: at the highest dose activity, negative = inhibition, hits mostly inhibitors; hit rate 0.18% among 360,000; note: % is set by controls: 0 for no effect and ±100 for the full control effect; nearly all actives have a fitted effect of over 45% in size; many of its hits are not listed in these tables
Target sequence (Q8WZA2 whole entry, looked up): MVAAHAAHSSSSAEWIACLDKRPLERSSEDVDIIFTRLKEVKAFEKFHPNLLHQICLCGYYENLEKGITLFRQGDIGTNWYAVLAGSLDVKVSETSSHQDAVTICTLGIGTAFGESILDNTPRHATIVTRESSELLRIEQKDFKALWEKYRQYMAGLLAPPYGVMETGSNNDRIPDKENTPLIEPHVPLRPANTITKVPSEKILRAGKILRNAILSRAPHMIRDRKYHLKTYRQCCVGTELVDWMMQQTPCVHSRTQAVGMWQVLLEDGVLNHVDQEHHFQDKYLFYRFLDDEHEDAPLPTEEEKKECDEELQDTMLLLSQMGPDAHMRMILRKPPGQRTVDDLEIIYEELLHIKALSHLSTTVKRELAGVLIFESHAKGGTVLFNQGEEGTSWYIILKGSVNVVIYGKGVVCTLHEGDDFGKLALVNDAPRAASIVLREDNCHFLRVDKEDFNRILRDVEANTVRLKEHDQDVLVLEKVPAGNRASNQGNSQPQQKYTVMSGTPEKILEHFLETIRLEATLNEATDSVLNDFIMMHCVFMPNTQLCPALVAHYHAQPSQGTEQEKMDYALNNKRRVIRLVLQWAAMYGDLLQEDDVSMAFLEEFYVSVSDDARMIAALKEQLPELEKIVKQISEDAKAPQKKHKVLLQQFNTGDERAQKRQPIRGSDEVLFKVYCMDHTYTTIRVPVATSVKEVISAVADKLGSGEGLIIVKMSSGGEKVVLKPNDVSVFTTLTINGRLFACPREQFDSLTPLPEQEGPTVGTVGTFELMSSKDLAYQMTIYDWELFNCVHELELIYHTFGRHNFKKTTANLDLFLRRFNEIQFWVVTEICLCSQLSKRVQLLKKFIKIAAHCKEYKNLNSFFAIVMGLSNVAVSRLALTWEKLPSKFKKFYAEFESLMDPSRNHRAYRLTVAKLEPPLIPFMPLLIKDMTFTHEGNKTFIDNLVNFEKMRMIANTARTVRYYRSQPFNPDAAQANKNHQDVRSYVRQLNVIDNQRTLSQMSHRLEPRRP
Nrf2 ARE act: activates Nrf2 signaling; AID 624171; hit rate 0.31% among 410,000; AREc32 ARE-luciferase reporter (MCF7-derived line), luminescence, 24 h; Potency, µM (highest dose often 46.1 µM), for inactives: at the highest dose activation, actives largely listed as activators; note: % of control where 0% means no effect; nearly all actives have a fitted effect of over 65% in size
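Reporter line AREc32 (ARE-Fluc), seeded overnight in OPTI-MEM with 5% FBS; compound pin-transferred, 24 hr at 37 deg C, 5% CO2; luminescent read-out.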
* hit, by the source's call; i = inactive; ? = inconclusive; nt = not tested or not shown; [ ] = dose if it differs, or a comment. Calls come from the whole dose curve; as a rule, active = well fitted curve in the direction sought with a large enough effect; inconclusive = small, poorly fitted or top-dose-only effect, or another doubt; inactive = no such curve, though single readings can be large; an effect the other way counts as inactive or inconclusive. Potency is the fitted concentration of half-maximal effect. Not all compounds are listed, so the mix of outcomes need not match the whole.

SMILES	TGFb inhibitor	HepG2 tox	Nrf2 inh	MCF10A rereplic	A549 tox	ATXN viability	ATXN2 expr inh	EPAC2 antagonist	Nrf2 ARE act
CCCCn1c(N)c(N(CC(C)C)C(=O)c2cc3c(s2)CCCCC3)c(=O)[nH]c1=O	5%	17%	10%	-2%	-6%	?	8%	29%	-0.6%
O=C(Oc1ccccc1C(=O)Nc1ccccc1)c1ccccc1Br	0%	-24%	-2%	5.2µM*	-2%	i	86%[activator]	-2%	15%
O=C(CSc1ccc(C(F)(F)F)cc1[N+](=O)[O-])Nc1ccccc1	4%	-5%	-16%	?	-9%	?	?	3%	-0.5%
O=C1N[C@@H](Cc2ccccc2)C(=O)N2[C@@H]1C[C@]1(Br)c3ccccc3N(S(=O)(=O)c3ccccc3)[C@H]21	-14%	6%	6%	24%	-5%	i	9%	-4%	3.1%
CCC1CCCCN1C(=O)CCc1nnc(Cc2cc(OC)ccc2OC)o1 (centres undefined)	-9%	13%	?	3%	4%	i	48%[activator]	3%	2.1%
COCCC(=O)N1CCC(Oc2ccc(C(=O)N3CCCC(COC)C3)cc2)CC1 (centres undefined)	?	7%	-9%	-8%	-9%	?	5%	9%	-0.7%
CCO[C@H]1OC(C(=O)N2CCOCC2)=C[C@@H](c2cn(C(C)=O)c3ccccc23)[C@@H]1CCCO	-2%	7%	15%	-2%	3%	i	-1%	15%	-0.5%
O=C(CSc1ccc2ccccc2n1)N/N=C/c1ccc(O)cc1	4%	-16%	?	?	-1%	?	nt	-15%	1.1%
O=C(COc1ccccc1[N+](=O)[O-])N1CCC(c2nc3ccccc3o2)CC1	-17%	-18%	5%	nt	0%	nt	nt	nt	5.4%
Cc1cc2cc(CN(CCCN3CCOCC3)C(=O)NC3CCCCC3)c(=O)[nH]c2cc1C	2%	-45%	20%	1%	17%	i	-4%	1%	0.5%
CCOc1ccc(-c2nn(CC(=O)NC3CCCC3)c3c2cnc2ccc(F)cc23)cc1	17%	6%	?	nt	2%	i	12%	nt	5.9%
Cc1ccc(O)c(C2=NCCNC(C(F)(F)C(F)F)=C2)c1	24%	-21%	0%	4%	-9%	i	-5%	4%	-0.7%
Cc1cc(C)n(-c2nc3c(c(=O)[nH]c(=O)n3C)n2CCc2ccccc2)n1	40%[activator]	-9%	-15%	?	-11%	i	-24%	-2%	-0.3%
Cc1ccc(N(C(C)C(=O)O)S(=O)(=O)c2c(C)[nH]c(=O)[nH]c2=O)cc1 (centres undefined)	4%	6%	9%	16%	0%	i	10%	0%	-1.4%
COC(=O)c1sccc1S(=O)(=O)Nc1ccc(Cl)cc1	-1%	-13%	9%	4%	1%	i	-16%	?	-0.8%
CCCCc1ccc(C(=O)NC(C(=O)O)C(C)C)cc1 (centres undefined)	-4%	-8%	10%	5%	-2%	i	9%	5%	0.3%
S=C(Nc1cccc2ccccc12)NC1CCCCC1	-5%	-7%	?	?	9%	i	-2%	-16%	3.5%
COCC(C)Nc1ccc(S(=O)(=O)N2CCCC2)cc1[N+](=O)[O-] (centres undefined)	10%	-13%	1%	1%	-11%	i	-19%	4%	0.1%
Cc1cccnc1C(NC(=O)C1CCN(Cc2cn(C)c3ccccc23)CC1)c1ccc(Cl)cc1 (centres undefined)	?	8.9µM*	nt	nt	nt	?	?	6%	-4.1%
COC(=O)c1ccc(C(=O)OC)c(NC(=S)N2CCCCC2)c1	0%	-16%	5%	-4%	0%	i	2%	-1%	0.6%
O=C(CN1CCN(C2CCCCC2)CC1)Nc1ccccc1N1CCCCC1	?	-57%	-22%	?	-23%	?	0%	15%	0.7%
Cc1ccccc1NS(=O)(=O)c1ccc2[nH]cc(C(=O)NCCc3ccccc3)c(=O)c2c1	20µM*	-42%	nt	nt	5%	nt	nt	nt	0.1%
Cc1nn(-c2ccccc2)c(C)c1C(=O)OCC(N)=O	-1%	-14%	6%	-5%	0%	?	-6%	2%	0.2%
Cc1ccc(-c2csc(NCCn3c(C)nc4cc(C(F)(F)F)ccc43)n2)cc1	?	-18%	7%	17%	-4%	?	0%	-19%	0.2%
COc1cc(Cl)ccc1OC1(C)CCN(Cc2ccc(SC)cc2)C1 (centres undefined)	?	-43%	nt	nt	nt	?	0%	3%	-1.0%[9.22 µM]

Entries of single compounds, looked up by structure:
Results for COC(=O)c1sccc1S(=O)(=O)Nc1ccc(Cl)cc1 → TGFb inhibitor: -1%; HepG2 tox: -13%; Nrf2 inh: 9%; MCF10A rereplic: 4%; A549 tox: 1%; ATXN viability: i; ATXN2 expr inh: -16%; EPAC2 antagonist: ?; Nrf2 ARE act: -0.8%
Results for COC(=O)c1ccc(C(=O)OC)c(NC(=S)N2CCCCC2)c1 → TGFb inhibitor: 0%; HepG2 tox: -16%; Nrf2 inh: 5%; MCF10A rereplic: -4%; A549 tox: 0%; ATXN viability: i; ATXN2 expr inh: 2%; EPAC2 antagonist: -1%; Nrf2 ARE act: 0.6%

(next part)
SMILES	TGFb inhibitor	HepG2 tox	Nrf2 inh	MCF10A rereplic	A549 tox	ATXN viability	ATXN2 expr inh	EPAC2 antagonist	Nrf2 ARE act
CC(C)c1ccccc1OCC(=O)NN1C(=O)c2ccccc2C1=O	11%	1%	?	-3%	1%	i	37%[11.3 µM]	-8%	0.4%
O=C(Nc1nc(-c2ccc(-c3ccccc3)cc2)cs1)C1=COCCO1	?	-46%	?	8%	-4%	?	?	3%	0.3%[9.22 µM]
COc1ccc(NC(=O)c2cnc(SCC(=O)Nc3nc4ccc(C)cc4s3)n(C)c2=O)cc1	-1%	7%	nt	nt	3%	nt	nt	nt	-0.7%
CCC(=O)N/N=C(\C)CC(=O)Nc1ccc(Cl)cc1	-11%	16%	3%	-33%[inhibitor]	1%	i	2%	-1%	2.1%
Cn1nnnc1SCc1csc(C2C(C#N)=C(N)OC3=C2C(=O)CCC3)c1 (centres undefined)	18%	-7%	-13%	-4%	1%	i	7%	8%	5.1%
COc1cc(/C=C\C(=O)OCn2nnc3ccccc3c2=O)cc(OC)c1OC	-4%	0%	5%	-2%	4%	i	21%	-4%	20%
O=S(=O)(c1ccc(C2CCCCC2)cc1)N1CCOCC1	-18%	-7%	-3%	-2%	-6%	i	1%	-6%	0.5%
O=C(CSc1nc2ncc(Cl)cc2[nH]1)Nc1cccc(F)c1	?	-14%	10%	3%	-3%	?	?	1%	-0.6%
O=C(O)CC1(CC(=O)NCc2ccc(Cl)cc2)CCCCC1	6%	0%	-8%	21µM*	-3%	i	nt	0%	0.5%
O=C(c1ccccc1)c1ccccc1C(=O)N1CCN(Cc2ccccc2F)CC1	3%	0%	1%	?	-1%	i	-11%	-1%	-0.4%
CCCCC(=O)Nc1nn(C)c2nc3c(C)cccc3cc12	10%	-2%	12%	1%	-1%	i	-2%	4%	0.1%
CCCCN1C(=N)N([C@@H](CN2CCC[C@H]2CN2C(N)=NC[C@@H]2Cc2ccccc2)C(C)C)C[C@H]1Cc1ccccc1	?	1%	-7%	10%	0%	i	-7%	3%	-0.9%
O=C(Nc1ccc(C(=O)N2CCOCC2)cc1)C1CCC1	-8%	7%	4%	-22%	1%	i	1%	4%	0.3%
Cc1cc(N/N=C/c2ccccc2)nc(N2CCOCC2)n1	7%	-30%	3%	-10%	2%	i	25%	0%	3.1%
CS(=O)(=O)Nc1cccc(-c2cn3c(n2)SCC3)c1	-4%	-1%	9%	?	?	i	nt	-6%	0.2%
O=C1CSC(c2ccccc2[N+](=O)[O-])N1c1ccc(O)cc1 (centres undefined)	-11%	5%	8%	9%	-3%	i	nt	6%	-0.7%
O=C(CCCC(=O)N(CC(=O)NC1CCCCC1)CC1CCCO1)Nc1ccccn1 (centres undefined)	26%	-9%	0%	8%	4%	i	6%	-6%	1.3%
CC1=C(C(=O)N2CCCCC2)C(c2cccc(Cl)c2)n2c(nc3ccccc32)N1 (centres undefined)	-23%	-5%	-21%	nt	0%	i	-10%	nt	0.5%
COc1cc(C)c(Cl)cc1S(=O)(=O)NCCc1c(C)[nH]c2ccccc12	?	-34%	-21%	nt	-21%	?	?	nt	3.7%
O=C1c2ccccc2C(O)(c2ccccc2)N1C1CC1 (centres undefined)	-2%	4%	-23%	1%	-9%	i	11%	3%	-0.6%
CC1CCCC(C)N1C(=O)COC(=O)COc1ccccc1C#N (centres undefined)	-1%	7%	0%	-2%	6%	i	4%	5%	0.3%
O=C(N1CCN(c2ccccn2)CC1)N1c2ccccc2Sc2ccccc21	?	-23%	?	?	-20%	i	38%	4%	-1.0%
Cc1cc(C)cc(NC(=O)C(=O)NCC(c2cccnc2)N2CCN(c3ccccc3)CC2)c1 (centres undefined)	15%	10%	-8%	nt	1%	i	-15%	nt	0.7%
Cc1ccc(/C=N\Nc2nc3ccc(Cl)cc3[nH]2)o1	-11%	-12%	?	?	-1%	i	37%[activator]	0%	9.6%
COc1ccccc1CNC(=O)c1ccc2c(c1)CCN2S(=O)(=O)c1ccc(Cl)cc1	2%	-11%	-18%	nt	14%	i	0%	nt	-0.8%
(continued)
SMILES	TGFb inhibitor	HepG2 tox	Nrf2 inh	MCF10A rereplic	A549 tox	ATXN viability	ATXN2 expr inh	EPAC2 antagonist	Nrf2 ARE act
CN(C)c1ccc(NC(=S)NC(=O)/C=C/c2ccco2)cc1	3%	13%	?	?	-9%	i	-3%	2%	7.4%
COC(=O)c1cccc(NC(=O)CSc2nnc(COc3ccccc3)n2C)c1	-1%	4%	6%	-6%	1%	i	-3%	3%	-0.6%
CC(C)NC(=O)c1ccc2c(c1)N(CC(=O)N1CCOCC1)C(=O)C(C)(C)O2	0%	-17%	-1%	3%	-8%	i	-1%	-5%	-0.3%
COc1ccc(CCNC(=O)C(=O)NCc2ccccc2C)cc1OC	-3%	17%	3%	1%	-5%	i	11%	11%	0.3%
CCN1C(=NCc2cccc(Cl)c2)N[C@@H](c2cccc(F)c2)C(C(=O)OC)=C1C	?	-102%	10%	-13%	-1%	?	?	-26%	-2.7%
CC(=O)NC(C)c1nc2ccccc2n1Cc1ccccc1F (centres undefined)	-1%	-3%	-9%	1%	-3%	i	-2%	16%	-0.4%
O=c1c2c3c(sc2ncn1/N=C/c1ccncc1)CCCC3	4%	-31%	0%	1%	2%	i	-5%	-1%	-0.4%
COc1ccc(-c2c(C#N)cnc(C)c2C)c(O)c1OC	11%	-5%	nt	nt	nt	i	nt	2%	0.2%
